High-throughput results: PubChem, several laboratories
HEK293 NOD2/NF-kB – inhibition of NOD2-driven NF-kB reporter – cell-based, luminescence, uHTS, HEK293 (AID 1566) | HEK293 NOD2/NF-kB luciferase reporter, luminescence; higher % means a stronger effect | one-dose inhibition, % at 4 µM; EC50 in µM for titrated hits | 290,000 compounds, 0.63% hits; in the data active = inhibition above about 50%; also: many of its hits are not listed in these tables
Autophagy mod – alters autophagy in cells. calls only at 10 µM (by protocol). 190,000 compounds, 0.98% hits. MEF GFP-LC3 puncta imaging; test concentration mostly 10 µM;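 active = percentage of spot-positive cells more than 3 SD above its plate mean, without a fluorescence outlier flag or 80% toxicity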;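 also: spot-positive cell cutoff set from DMSO-treated cells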
NOD1 NF-kB reporter – NOD1 signaling inhibitors, primary screen, cell-based, luminescence, uHTS (AID 1578); NOD1-driven NF-kB luciferase reporter cells, luminescence; higher % means a stronger effect; inhibition, % at 4 µM; hits with a dose series show EC50 in µM; 290,000 compounds, 1% hits; in the data active = inhibition mostly above about 36%, no sharp cut-off; inactive = mostly below about 34%;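 also: HEK-293T reporter cells stimulated with the NOD1 agonist gamma-tri-DAP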
b-catenin transl – alters nuclear translocation of beta-catenin in HeLa cells | immunofluorescence imaging | nuclear translocation activity, % at 5 µM | 190,000 compounds, 0.3% hits | AID 1665;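 active = nuclear translocation activity above 50% at 5 µM, with a well cell count of 50 or more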;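 also: per-cell ratio of nuclear to cytoplasmic median beta-catenin stain intensity; plate controls were DMSO negative control for no effect and GSK-3 inhibitor IX positive control for full effect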
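Read-out: Nuclear/cytoplasmic beta-catenin signal ratio, % activation | Assay system: Human HeLa cell line | Times: 24 h compound exposure at 37°C, 5% CO2 | Signal: Fluorescence imaging of beta-catenin antibody stain plus DAPI | Dosing: 5 µM primary, 0.02–20 µM confirmation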
P. falciparum M17LAP – P. falciparum M17LAP inhibitors, primary screen, biochemical, fluorogenic H-Leu-NHMec substrate, 1536-well (AID 1619). recombinant M17LAP, H-Leu-NHMec fluorogenic kinetic assay; higher % means a stronger effect. inhibition, % at 30 µM; hits with a dose series show IC50 in µM. 220,000 compounds, 0.38% hits;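 active = compound inhibiting the enzyme by more than half at any dose during confirmatory dose-response retesting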;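 also: plate controls were full reaction with DMSO carrier for no effect and no enzyme background for full effect; strong numbers were not always called active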
Yfh1-off respiration – enhancers of respiration in Yfh1-depleted yeast, dose response, Friedreich's ataxia, plus single-dose screen (AID 1465); S. cerevisiae Yfh1-off respiration, WST-1 reduction, 72 h; higher fold induction means a stronger effect; fold induction at 50 µM; hits with a dose series show EC50 in µM; 220,000 compounds, 0.074% hits;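 active = fold induction of absorbance versus untreated yeast above a set limit, then at least 30% activation at any dose in follow-up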;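 also: activators that raise dye reduction in frataxin-depleted yeast; strong numbers were not always called active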
Dynein cargo inh – dynein cargo transport inhibition; z-score, hits read low; AID 1381; 3617.4 mouse cells, GR-EGFP nuclear translocation imaging; test concentration mostly 20 µM; stimulated with dexamethasone, 1 µM; stronger effect = lower value; 220,000 compounds, 0.47% hits;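 active = plate z-score of nuclear minus cytoplasmic receptor signal below a set negative limit, without overly bright fluorescence or cell loss, cut at about -3.5 in these data, passing the limit was not always enough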;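 also: z-score of nuclear minus cytoplasmic ring GR-EGFP intensity difference per well; some compounds called inactive have numbers as strong as hits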
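Also added – dexamethasone, 1.0 µM final · Buffer or medium – tet-free, stripped-serum medium · Schedule – induction 48 h, compound 1 h, agonist 30 min · Detection – formaldehyde fixation, Hoechst nuclear stain, 10x automated fluorescence imaging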
MT stabilize HCS – microtubule stabilizers in HeLa cells | HeLa tubulin immunostaining HCS, 24 h; share of cells brighter than vehicle mean+2SD | % tubulin-high responders, % at 10 µM | 200,000 compounds, 0.83% hits | AID 2205;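 active = plate Z-score above 3 for both tubulin-high and condensed-nucleus cell shares, with cell loss under 80%, at 10 µM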;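 also: anti alpha tubulin signal scored within the nucleus-defined area of each cell; some results filed as inactive read as strong as hits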
Insulin prom up – MIN6 insulin promoter up-regulation; MIN6 insulin promoter-GFP reporter, high-content imaging; stronger effect = higher value; z-score at 5 µM; 190,000 compounds, 0.3% hits; AID 1625;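 active = z-score above 3 at 5 µM with at least 500 cells counted in the well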
Dynein cargo inh cytoplasmic EGFP – recorded beside Dynein cargo inh, whose call it bears; z-score; measured here: cytoplasmic GR-EGFP intensity; stronger effect = higher value
Dynein cargo inh nuclear GR-EGFP – also measured in Dynein cargo inh; calls as there; z-score; measured here: nuclear GR-EGFP intensity;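 lower value marks the stronger effect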
Dynein cargo inh cell count – recorded beside Dynein cargo inh, whose call it bears; z-score; measured here: cell count per field
Insulin prom up cell count – also measured in Insulin prom up; calls as there; cell count; measured here: cytotoxicity, nuclei count;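 total cells summed across four imaged fields per well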
b-catenin transl cell count 5 µM – also measured in b-catenin transl; calls as there; cell count; measured here: cell count, cytotoxicity flag
MT stabilize HCS Hoechst-high % – further read-out of MT stabilize HCS, marked with its call; % Hoechst-high responders; measured here: nuclear condensation Hoechst responders;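 share of cells brighter than vehicle mean plus two SD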
MT stabilize HCS cytotoxicity % – second read-out of MT stabilize HCS, no call of its own (marks repeat the call); toxicity, %; measured here: cytotoxicity by cell density;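 0% = mean cell density of plate MIN control wells and 100% = no cells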
Autophagy mod cell loss 18 h – second read-out of Autophagy mod, no call of its own (marks repeat the call); toxicity, %; measured here: cell loss, nuclei count;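 cell loss after 18 h compound exposure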
* hit, by the source's call; i = inactive; x = not tested or not shown.

SMILES	HEK293 NOD2/NF-kB	Autophagy mod	Autophagy mod cell loss 18 h	NOD1 NF-kB reporter	b-catenin transl	b-catenin transl cell count 5 µM	P. falciparum M17LAP	Yfh1-off respiration	Dynein cargo inh	Dynein cargo inh cytoplasmic EGFP	Dynein cargo inh nuclear GR-EGFP	Dynein cargo inh cell count	MT stabilize HCS	MT stabilize HCS Hoechst-high %	MT stabilize HCS cytotoxicity %	Insulin prom up	Insulin prom up cell count
Cc1ccc(OC(C)C(=O)N2CCCc3ccccc32)cc1 (stereo not given)	-15%	i	-2	-8%	-0.3	1171	-6%	i	-1.1	-0.3	-0.61	0.91	1.2	1.9	7.7	-0.19	950
O=C1NC(c2ccccc2)=NC1(Nc1ccccn1)C(F)(F)F (stereo not given)	16%	i	3	-10%	0.6	1120	18%	i	0.77	0.34	0.6	0.45	3.0	1.9	0.8	x	x
O=C(Nc1nc2ccccc2c(=O)[nH]1)c1ccccc1SCc1ccccc1	13%	i	3	-31%	-5.6	1063	0%	i	-0.56	-0.33	0.26	0.5	3.1	2.8	6.7	0.26	1621
CCN(CC)c1ccc(-c2nn3c(-c4n[nH]c5c4CCC5)nnc3s2)cc1	-38%	i	47	-80%	65*	494*	20%	i	0.51	-0.27	0.31	-0.42	23*	26*	47*	-1	545
Cc1nn(-c2ccccc2)c(N2CCCC2)c1/C=N/O	14%	i	-5	15%	-0.7	1116	-12%	i	0.63	-0.15	0.5	0.11	1.5	0.8	4.5	1.5	889
Cc1cccc(C)c1N(CC(=O)Nc1cccc(N(C)S(C)(=O)=O)c1)S(C)(=O)=O	-8%	i	0	-11%	-0.4	1142	5%	i	-0.36	-0.21	-0.18	0.57	2.8	2.2	3.3	x	x
OC(CNCc1cccc(Cl)c1)c1ccccc1 (stereo not given)	6%	i	19	-19%	-2.6	977	-2%	i	1.3	0.049	1.4	-1.6	5.0	2.1	4.8	0.03	1592
CCO[C@@H]1OC(C(=O)N2CCN(Cc3ccc4c(c3)OCO4)CC2)=C[C@H](c2ccc3c(c2)OCO3)[C@H]1CCCO	5%	i	2	-14%	-3.0	1186	-2%	i	0.14	-0.25	0.49	-0.012	4.7	1.2	12	1.3	1354
Cc1c(C=O)c2ccccc2n1CC(=O)NCc1ccccc1	12%	i	-8	11%	-0.5	1081	0%	i	0.63	-0.29	0.35	-0.013	5.3	2.2	12	-0.11	1113
C/C(=N/NS(=O)(=O)c1ccccc1)c1ccc(Cl)cc1	10%	i	-3	-18%	0.3	1480	11%	i	0.19	-0.29	0.13	1	1.8	1.2	4.9	0.05	1497
S=c1nc(-c2ccccc2Br)[nH][nH]1	-12%	i	-7	-30%	-1.9	1158	4.7µM*	i	0.029	-0.23	0.42	-0.63	3.2	2.0	5.8	0.04	996
Cc1cc(S(=O)(=O)N2CCN(c3ccccc3C)CC2)ccc1F	7%	i	0	-15%	-0.1	1046	1%	i	2.9	-0.21	1.7	-1.7	2.9	2.5	1.5	-0.02	1233

Brought forward from above: two compounds, then new ones.
SMILES	HEK293 NOD2/NF-kB	Autophagy mod	Autophagy mod cell loss 18 h	NOD1 NF-kB reporter	b-catenin transl	b-catenin transl cell count 5 µM	P. falciparum M17LAP	Yfh1-off respiration	Dynein cargo inh	Dynein cargo inh cytoplasmic EGFP	Dynein cargo inh nuclear GR-EGFP	Dynein cargo inh cell count	MT stabilize HCS	MT stabilize HCS Hoechst-high %	MT stabilize HCS cytotoxicity %	Insulin prom up	Insulin prom up cell count
S=c1nc(-c2ccccc2Br)[nH][nH]1	-12%	i	-7	-30%	-1.9	1158	4.7µM*	i	0.029	-0.23	0.42	-0.63	3.2	2.0	5.8	0.04	996
Cc1cc(S(=O)(=O)N2CCN(c3ccccc3C)CC2)ccc1F	7%	i	0	-15%	-0.1	1046	1%	i	2.9	-0.21	1.7	-1.7	2.9	2.5	1.5	-0.02	1233
COc1ccc(-n2c(SCC(=O)N/N=C/c3ccccc3OCC(=O)O)nc3ccccc3c2=O)cc1	-1%	x	x	6%	0.3	1344	8%	i	-0.7	-0.28	0.23	-0.015	x	x	x	x	x
CC1CCC2(CC1)NC(=O)N(CC(=O)Nc1ccccc1-c1ccccc1)C2=O (stereo not given)	-8%	i	-5	-30%	-1.2	1077	17%	i	-1.8	-0.22	-1.3	1.7	1.9	3.0	6.0	0.92	1302
CC(C)(C)OC(=O)NNC(=S)NCc1ccc(Cl)cc1	10%	i	0	8%	1.6	1405	12%	i	-0.96	-0.15	-0.48	0.42	1.4	1.7	4.1	0.27	1435
O=C(CCCc1nc2ccccc2s1)Nc1nccs1	30%	i	-8	-10%	-2.8	933	6%	i	-0.072	-0.064	0.14	-0.33	2.5	2.5	5.9	0.62	1491
CC12CCC(C(=O)NCCCn3ccnc3)(OC1=O)C2(C)C (stereo not given)	3%	i	-10	x	-0.4	1115	12%	i	0.94	-0.23	0.4	-1.1	4.6	2.0	3.2	-0.5	1207
O=C(Cn1cnc2c(cnn2-c2ccc(F)cc2)c1=O)N1CCCc2ccccc21	13%	i	-10	10%	5.9	801	-15%	i	0.64	-0.25	0.39	0.85	3.6	1.4	4.2	x	x
CCC(=O)c1ccc(OCc2ccc(C(=O)c3ccccc3)cc2)cc1	34%	i	22	27%	0.7	1498	-3%	i	0.33	-0.28	0.8	-0.35	5.9	2.4	5.6	-1.9	1124
Fc1ccc(NCc2nnc(SCc3nnc(-c4ccccc4)o3)n2CC2CCCO2)cc1 (stereo not given)	12%	i	-11	-12%	x	x	1%	i	-0.6	0.38	0.064	0.54	2.4	1.1	6.1	0.02	1285
Cc1ccc(CNC(=O)c2ccc(Br)o2)cc1	-1%	i	-2	-6%	1.0	1038	-10%	i	0.22	-0.23	0.42	0.15	3.6	1.8	10	0.42	1019
Cc1cc(C)n2nc(/C(C#N)=C/c3ccccn3)c(C#N)c2n1	-9%	i	11	4%	0.2	1063	4%	i	0.12	-0.22	-0.27	0.34	7.2	2.7	0.6	0	1262
CCOC(=O)COc1ccc(S(=O)(=O)Nc2ccc3c(c2)OCO3)cc1	0%	i	-2	13%	0.9	1068	2%	i	0.47	-0.25	-0.51	1.3	4.2	1.3	1.6	x	x
Cc1ccc(C(=O)Nc2cccc([N+](=O)[O-])c2)cc1S(=O)(=O)Nc1ccc(NC(=O)c2ccccc2)cc1	-9%	i	-2	-4%	-4.6	567	-1%	i	-0.059	-0.096	0.67	-0.47	2.0	1.9	9.9	0	1334
CC(C)(C)NCC(O)COCc1ccc(Cl)cc1 (stereo not given)	14%	i	-8	-13%	-0.1	1026	-7%	i	-0.41	-0.19	-0.11	0.43	2.0	2.2	4.4	-0.59	1230
CC(C)(C)c1n[nH]c(=S)n(/N=C/c2cccs2)c1=O	4%	i	5	-29%	-1.4	1044	6%	i	0.18	-0.25	0.25	-0.028	4.2	2.1	8.7	0.05	1347
CC(C)CNC(=O)c1cccc(NC(=O)C(C)C)c1	-2%	i	21	-53%	-0.9	1074	0%	i	-0.9	-0.3	-0.41	1	1.5	1.8	4.3	0.31	1263
O=C(O)C(Cc1ccccc1-c1ccccc1)C(=O)O	12%	x	x	-6%	-1.1	1398	3%	i	-0.7	-0.24	0.096	-0.27	x	x	x	-0.69	1047
O=C(O)c1ccc2nc(CO)[nH]c2c1	13%	i	-11	19%	x	x	-9%	i	2.8	0.82	3.1	-1.9	3.1	1.3	5.9	1.3	924
CC(C)CC(=O)Nc1ccc(-c2nnn(CC(=O)NCc3ccco3)n2)cc1	-42%	i	19	-31%	1.2	1479	1%	i	-0.37	-0.08	0.037	0.83	5.6	2.9	5.8	-0.19	1539
O=S(=O)(c1ccc2ccccc2c1)N(CC1CO1)c1ccccc1 (stereo not given)	23%	i	5	-30%	0.5	1524	6%	i	0.91	-0.11	0.13	-0.94	1.0	1.2	1.7	0.71	1449
CCN(CC)CCCNC(=O)N[C@@H](Cc1ccccc1)C(=O)O	4%	i	43	-9%	-5.8	756	-1%	i	0.52	-0.17	0.6	-0.52	6.9	2.0	14	0.59	1181
CC1(C)CC(=O)C=C(N=CC2=C(O)CC(C)(C)CC2=O)C1	8%	i	1	0%	-4.7	1206	-6%	i	-0.75	-0.23	-0.42	1.1	4.0	3.1	10	2.2	1161
CCN(c1ccc2c(c1)OCO2)S(=O)(=O)c1cc(Br)cc2c1N(C(C)=O)CC2	12%	i	4	4%	0.3	1437	0%	i	-0.59	0.069	-0.3	0.63	1.9	1.1	13	-0.15	1521
CC(C)n1c(/N=C/c2c[nH]c3ccccc23)nc2ccccc21	-2%	i	4	-3%	-1.6	1345	-1%	i	1.5	0.8	0.31	-1	2.5	2.5	10	1.2	1428
O=C(O)CNc1nc(Cl)ccc1[N+](=O)[O-]	16%	i	3	2%	-1.4	1285	-8%	i	1.7	-0.16	-0.42	-0.061	2.3	1.1	1.4	-0.38	1590
COc1ccc(-c2nnc3ccc(SCc4ccccc4)nn23)cc1	-2%	i	22	15%	-2.6	1071	5%	x	0.57	2	1	-1.2	1.4	1.2	6.5	0.07	1401
CN(C)/C=C/C(=O)c1cccc(Cl)c1	3%	i	-5	23%	1.8	1109	22%	i	-0.19	-0.45	0.083	0.27	1.2	1.5	9.3	0.75	2031
O=[N+]([O-])c1cc(C(F)(F)F)ccc1NC1CCN(Cc2ccccc2)CC1	10%	x	x	7%	-0.8	1267	-10%	i	0.17	-0.24	0.67	-0.19	x	x	x	-0.83	1009
COc1cccc(Nc2n[nH]c(=S)s2)c1	-21%	i	-12	-28%	-0.9	1098	6.5µM*	i	-0.31	-0.19	-0.18	-0.4	6.0	3.0	5.8	-0.14	1521
Cc1nc([N+](=O)[O-])c(C(=O)OCc2ccccc2)n1C	1%	i	7	-17%	-0.9	1081	0%	i	0.084	-0.22	-0.26	0.64	1.6	1.9	5.2	-0.06	1113

An excerpt. The share of hits here may be higher or lower than overall.
